Screening results (PubChem)
KOR beta-arrestin-1: kappa opioid receptor blockers – cell-based, luminescence, uHTS (AID 1778); inhibition, % at 10 µM, or IC50 in µM where a hit was titrated; actives 0.091% (n = 290,000); KOR beta-arrestin recruitment, luminescence, antagonist mode; higher % means a stronger effect; note: strong numbers were not always called active
T cell modulator: modulates CD8 T cell binding to vesicles; 2C CD8+ T cell-vesicle binding, flow cytometry; hits give low values; calls only at 7 µM; actives 0.068% (n = 330,000); AID 2052;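 active = response, share of CD8 T cells binding vesicles, and their 90th percentile fluorescence all below set limits, cut at about 80% in these data, passing the limit was not always enough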
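incubation = binding step 1.5 h, 37 °C, antibody labelling 20 min, ice | test system = 2C mouse CD8+ T cells | read-out basis = percent CD8+ FL2 mean versus row control | controls = Peptide-free naked vesicles (low) and QL9 vesicles with 0.7% DMSO vehicle (high) | detection = flow cytometry of vesicle-bound cells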
Myeloid diff MLP: promotes myeloid progenitor differentiation | AID 624256 | calls only at 10 µM | ER-HoxA9 myeloid progenitors, lysozyme-GFP differentiation, flow cytometry | actives 1% (n = 360,000);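 active = normalized GFP-positive differentiation at or above the plate's own cutoff, the solvent-only control mean plus 3 SD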;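 note: cells exposed to compound for four days before flow analysis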
NOD2 inhibition: inhibition of NOD2-driven NF-kB reporter – cell-based, luminescence, uHTS, HEK293 (AID 1566); HEK293 NOD2/NF-kB luciferase reporter, luminescence; higher % means a stronger effect; inhibition, % at 4 µM, or EC50 in µM where a hit was titrated; actives 0.63% (n = 290,000); note: many of its hits are not listed in these tables
KOR beta-arrestin-2: kappa opioid receptor activators – cell-based, luminescence, uHTS, primary screen (AID 1777) | KOR beta-arrestin recruitment, luminescence; higher % means a stronger effect | one-dose activation, % at 10 µM; EC50 in µM for titrated hits | actives 0.02% (n = 280,000); in the data active = activation above about 50%, passing the limit was not always enough; note: a part of the inactive calls stands beside numbers as strong as those of hits
GPR55 LPI antagonism: inhibition of LPI-stimulated GPR55 beta-arrestin translocation – imaging, U2OS, beta-arrestin-GFP, LPI agonist, primary screen (AID 2013) | inhibition, % at 10 µM, or IC50 in µM where a hit was titrated | actives 0.13% (n = 290,000) | U2OS GPR55 beta-arrestin-GFP translocation imaging, LPI antagonism; higher % means a stronger effect;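 active = spots per cell inhibited over 60%, with over 100 cells counted and total cytoplasm intensity under 500,000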;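 note: U2OS cells stably carrying GPR55 and arrestin-GFP stimulated by 5 µM LPI near EC80; imaged beta-arrestin-GFP aggregate spots per cell after agonist stimulation; plate controls were LPI-stimulated DMSO wells for no effect and DMSO wells without LPI for full effect; some results filed as inactive read as strong as hits; confirmed hits need IC50 under 10 µM and bright autofluorescent wells are also inconclusive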
NOD1 inhibition: NOD1 signaling inhibitors, primary screen, cell-based, luminescence, uHTS (AID 1578); NOD1-driven NF-kB luciferase reporter cells, luminescence; higher % means a stronger effect; one-dose inhibition, % at 4 µM; EC50 in µM for titrated hits; actives 1% (n = 290,000); in the data active = inhibition mostly above about 36%, no sharp cut-off; inactive = mostly below about 34%;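 note: HEK-293T reporter cells stimulated with the NOD1 agonist gamma-tri-DAP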
NTR1 agonist: agonists of NTR1, primary screen, imaging, U2OS cells, beta-arrestin-GFP, high content (AID 493036); activation, % at 20 µM; P30989; NTR1-U2OS beta-arrestin-GFP spot imaging, agonist mode; actives 0.17% (n = 330,000);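 active = activation at or above 40% of the spot to cytoplasm intensity ratio, with at least 20 cells analyzed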;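 note: 0% = DMSO without peptide and 100% = 100 nM NTR1 peptide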
Target sequence (P30989 whole entry, looked up): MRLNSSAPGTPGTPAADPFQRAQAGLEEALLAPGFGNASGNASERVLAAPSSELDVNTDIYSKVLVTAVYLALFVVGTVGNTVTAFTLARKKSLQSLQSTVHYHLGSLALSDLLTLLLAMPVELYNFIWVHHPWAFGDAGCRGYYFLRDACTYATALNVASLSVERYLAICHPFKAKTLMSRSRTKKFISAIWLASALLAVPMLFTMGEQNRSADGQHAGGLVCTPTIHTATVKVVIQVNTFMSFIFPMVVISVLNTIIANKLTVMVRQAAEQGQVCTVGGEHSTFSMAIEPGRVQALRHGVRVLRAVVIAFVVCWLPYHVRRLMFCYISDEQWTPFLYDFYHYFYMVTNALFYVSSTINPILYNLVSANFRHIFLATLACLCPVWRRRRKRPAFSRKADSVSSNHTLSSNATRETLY
GPR55 beta-arrestin: GPR55 agonists via beta-arrestin recruitment, primary screen, imaging, U2OS cells, beta-arrestin-GFP redistribution (AID 1961) | U2OS GPR55 beta-arrestin-GFP redistribution imaging; higher % means a stronger effect | one-dose activation, % at 10 µM; EC50 in µM for titrated hits | actives 0.048% (n = 290,000);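 active = activation above 40% with more than 50 cells counted in the well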;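 note: U2OS osteosarcoma cells stably expressing GPR55 and beta-arrestin-GFP; plate controls were DMSO negative control for no effect and LPI positive control for full effect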
T cell modulator vesicle-bound %: also measured in T cell modulator; calls as there; double positive events, %; measured here: CD8+ vesicle-bound cell fraction;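 binding gate set so that unloaded-vesicle control wells show 10% double positive cells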
NTR1 agonist cell count 20 µM: further read-out of NTR1 agonist, marked with its call; cell count; measured here: cell count, cytotoxicity flag
Myeloid diff MLP GFP+ MAC1+ %: also measured in Myeloid diff MLP; calls as there; GFP+ MAC1+ double positive, %; measured here: differentiation confirmed by MAC1 staining
* = called active by the depositor; i = inactive; x = not tested or not shown; + = active, no number; [ ] = dose if it differs, or a comment. Cut-off read from the data, not from the text of the source, unless noted: active = inhibition above about 50%; inactive = the rest.

item	Compound	KOR beta-arrestin-1	T cell modulator	T cell modulator vesicle-bound %	Myeloid diff MLP	Myeloid diff MLP GFP+ MAC1+ %	NOD2 inhibition	KOR beta-arrestin-2	GPR55 LPI antagonism	NOD1 inhibition	NTR1 agonist	NTR1 agonist cell count 20 µM	GPR55 beta-arrestin
1	COc1ccc(Nc2cc(=O)n(C3CCCCC3)c(=O)[nH]2)c(OC)c1	3%	i	49	i	0.6	8%	1.0%	8%	7%	0.2	29	-0.1%
2	C/C(CC(=O)Nc1ccc(Cl)cc1)=N\NC(=O)C(=O)NCCO	16%	i	9	i	0.6	4%	-1.7%	-5%	-9%	-0.7	73	-0.2%
3	CC(C)(CN1CCc2ccccc2C1)NS(=O)(=O)c1ccccc1	15%	i	5	i	0.6	11%	9.7%	11%	-7%	4.8	56	-0.1%
4	OC(CNCc1ccccc1)COCc1ccc(Cl)cc1 (configuration not stated)	5%	i	20	i	0.4	-20%	-4.0%	-1%	-10%	-0.5	39	-0.3%
5	CCCC(=O)Nc1ccc(C(=O)NCC2CCCO2)cc1 (configuration not stated)	-35%	i	32	i	0.6	4%	16%	13%	-12%	-2.7	102	-0.1%
6	Cn1c(=O)c2c(-c3ccc(OC(F)F)cc3)cc(-c3ccccc3)nc2n(C)c1=O	-6%	i	35	x	x	-5%	8.6%	4%	-16%	15	73	-1.9%
7	COc1ccc(C(=O)Nc2c(Cl)cc(Cl)cc2C(=O)NCc2ccco2)cc1	-13%	i	51	i	0.6	21%	0.0%	2%	3%	2.1	80	0.7%
8	O=C(O)CCN1C(=O)/C(=C2\C(=O)N(Cc3ccccc3Cl)c3ccccc32)SC1=S	-24%	i	33	+	8.3*	8%	1.5%	2%	15%	-0.3	81	0.0%
9	Cc1cc(NC(=O)CCN2C(=O)/C(=C\c3ccccc3)SC2=S)no1	-9%	i	48	i	0.2	11%	1.1%	9%	0%	2.9	55	-0.2%
10	CCc1nn(CC(=O)NCCC(C)C)c(=O)c2cc3c(OC)cccc3n12	6%	i	44	i	0.3	-11%	3.5%	4%	-10%	0.5	95	0.4%
11	COc1cc(C(C2=C(O)CC(C)(C)CC2=O)C2C(=O)CC(C)(C)CC2=O)cc(OC)c1OC (configuration not stated)	-10%	i	54	i	0.1	10%	2.6%	15%	-12%	0.2	25	0.1%
12	COc1ccc(-c2ncncc2-c2csc(C)n2)c(O)c1	13%	i	28	i	0.5	9%	0.6%	6%	1%	-1.0	54	0.3%
13	Cc1ccc(NC(=O)/C(=C/c2ccco2)c2ccccc2)c(C)c1	-54%	i	53	i	1.2	0%	3.4%	-6%	-15%	1.9	41	-0.1%
14	COC(=O)c1nnn(-c2nonc2N)c1CSc1nnc(C)s1	42%	i	12	i	0.3	19%	-2.9%	12%	-8%	-1.1	37	-0.5%
15	Cc1cccc(CS(=O)(=O)Cc2ccc(C(=O)NCC3CCCO3)o2)c1 (configuration not stated)	-11%	i	3	i	0.5	-14%	0.1%	3%	-11%	0.7	58	0.2%
16	CCCNS(=O)(=O)c1ccc(CCC(=O)NCc2ccc3c(c2)OCO3)cc1	7%	i	7	i	0.6	6%	1.5%	-5%	1%	-1.4	88	0.2%
17	C/C(=N\Nc1ncc(Cl)cc1Cl)c1ccc(OC(F)F)cc1	10%	i	5	i	0.6	-4%	-2.5%	26%	-32%	4.9	56	-0.4%
18	c1nnc(NC2=NCCCCC2)s1	25%	i	6	i	5.2	-17%	-0.6%	5%	-21%	-0.8	50	-0.2%
19	CCOc1ccc(N2CC(C(=O)Nc3ccccn3)CC2=O)cc1 (configuration not stated)	36%[20 µM]	i	4	i	1.1	12%	-4.7%	4%	-27%	0.1	39	0.2%
20	CCOC(=O)C1(Cc2ccccc2C)CCCN(Cc2cc(OC)c(O)c(OC)c2)C1 (configuration not stated)	-10%	i	4	i	0.1	-13%	-5.3%	14%	20%	3.3	45	-0.1%
21	c1ccc(CCc2ccncc2)cc1	29%	i	53	i	0.7	-11%	0.2%	-2%	17%	-0.7	58	0.4%
22	O=C(c1ccc(S(=O)(=O)N2CCCCC2)cc1)c1nnc(-c2ccc(Cl)cc2)o1	-245%	x	x	i	0.9	15%	21%	9%	-24%	x	x	-0.2%
23	Nc1nccc(-c2nn(-c3ccc(Cl)cc3)ccc2=O)n1	3%	i	39	i	0.6	10%	5.0%	1%	-3%	2.3	58	-0.2%
24	COc1cc([N+](=O)[O-])cc(/C=N/NC(=O)c2cccnc2)c1O	-24%	i	30	i	0.3	-3%	-0.9%	3%	-10%	-0.3	71	0.0%
25	CCOC(=O)c1c(NC(=O)CSc2nnc(Cc3ccccc3)o2)sc(C(C)=O)c1C	0%	i	6	i	2.0	13%	-0.8%	-3%	2%	4.4	74	-0.1%
26	COc1ccc(OC)c(C2=C/C(=C/c3ccccn3)C(=O)O2)c1	28%	i	7	i	0.6	-19%	-0.8%	10%	-16%	2.8	42	0.1%
27	Cn1nnc2cc(C(=O)Nc3ccc4ccccc4c3)ccc21	-59%[20 µM]	i	34	i	0.7	-114%	-2.6%	-2%	-42%	0.8	130	0.4%
28	Cc1cc(=O)[nH]c(N/N=C/c2ccc(F)cc2)n1	14%	i	15	i	0.4	1%	-0.7%	12%	0%	0.4	68	-0.2%
29	COc1ccccc1NC(=O)C1CCCN(S(=O)(=O)c2ccc3c(c2)CC(C)N3C(C)=O)C1 (configuration not stated)	21%	i	7	i	0.4	x	-2.3%	-1%	x	0.5	51	-0.1%
30	O=C1OCCC/C1=C\c1ccc2c(c1)OCO2	-18%	i	25	i	0.1	0%	3.4%	3%	5%	1.1	90	0.3%

The last five entries of the section above are carried over, then new ones follow:
item	Compound	KOR beta-arrestin-1	T cell modulator	T cell modulator vesicle-bound %	Myeloid diff MLP	Myeloid diff MLP GFP+ MAC1+ %	NOD2 inhibition	KOR beta-arrestin-2	GPR55 LPI antagonism	NOD1 inhibition	NTR1 agonist	NTR1 agonist cell count 20 µM	GPR55 beta-arrestin
26	COc1ccc(OC)c(C2=C/C(=C/c3ccccn3)C(=O)O2)c1	28%	i	7	i	0.6	-19%	-0.8%	10%	-16%	2.8	42	0.1%
27	Cn1nnc2cc(C(=O)Nc3ccc4ccccc4c3)ccc21	-59%[20 µM]	i	34	i	0.7	-114%	-2.6%	-2%	-42%	0.8	130	0.4%
28	Cc1cc(=O)[nH]c(N/N=C/c2ccc(F)cc2)n1	14%	i	15	i	0.4	1%	-0.7%	12%	0%	0.4	68	-0.2%
29	COc1ccccc1NC(=O)C1CCCN(S(=O)(=O)c2ccc3c(c2)CC(C)N3C(C)=O)C1 (configuration not stated)	21%	i	7	i	0.4	x	-2.3%	-1%	x	0.5	51	-0.1%
30	O=C1OCCC/C1=C\c1ccc2c(c1)OCO2	-18%	i	25	i	0.1	0%	3.4%	3%	5%	1.1	90	0.3%
31	Oc1ccc(-c2[nH]ncc2-c2ccc(Cl)cc2)c(O)c1	-21%	i	32	i	0.5	19%	2.4%	12%	17%	2.5	77	0.2%
32	COc1ccc(N/C=C(\C#N)c2ccc(OCCCF)cc2)cc1	-31%	i	42	i	0.3	-8%	6.1%	4%	-19%	3.0	42	0.0%
33	CCNC(=O)CSc1ncnc2sccc12	-83%	i	46	i	0.8	-11%	7.1%	-1%	-32%	0.6	60	-0.2%
34	O=C(c1cccc(S(=O)(=O)Nc2ccccc2F)c1)N1CCN(c2ccccc2F)CC1	-29%	i	7	i	0.2	6%	3.6%	-10%	12%	0.1	34	-0.4%
35	Cc1cccc(C)c1N1C(=O)c2cccc([N+](=O)[O-])c2C1=O	-6%	i	41	i	1.7	5%	5.7%	-4%	48%	3.7	36	-0.3%
36	COc1cc(OC)cc(-c2nc(-c3cc4cc(C)ccc4nc3OC)no2)c1	35%	x	x	i	0.8	-3%	-4.5%	-8%	-130%	x	x	-0.2%
37	C#CC[N+](C)(C)CC#Cc1ccccc1	3%[20 µM]	i	49	+	5.3*	2%	-0.7%	2%	-7%	-0.8	53	0.2%
38	CCc1ccc(OCC(=O)NCc2ccco2)c(Br)c1	-48%	i	12	i	14	-66%	9.6%	-20%	-33%	1.0	68	-0.1%
39	Cc1nc2sc(C(c3ccco3)N3CCC(C)CC3)c(O)n2n1 (configuration not stated)	22%	i	51	i	1.9	17%	-0.5%	13%	-16%	-1.8	81	-0.5%
40	Cc1ccccc1-c1nc2ccccc2c(=O)n1/N=C/c1ccccc1[N+](=O)[O-]	11%	i	41	i	1.0	3%	-2.0%	10%	2%	1.9	48	-0.1%
41	Cn1nnc(NC(=S)NC(=O)c2ccc(-c3ccc(Br)cc3)o2)n1	19%	i	60	i	0.3	12%	-8.5%	14%	-8%	4.8	58	2.4%
42	O=C(/C=C/c1ccco1)Nc1scc(-c2ccccc2)c1C(=O)O	-1%	i	54	i	0.2	-94%	1.0%	2%	-5%	-1.2	61	0.0%
43	CC(=O)c1cccc(S(=O)(=O)NC2CCCCCC2)c1	-4%	i	44	i	0.5	6%	4.1%	-4%	-31%	3.2	51	0.0%
44	CS(=O)(=O)N1CCN(c2ccc([N+](=O)[O-])c(NCc3ccccc3)c2)CC1	-28%	i	46	i	0.8	6%	7.6%	1%	5%	-0.3	41	-0.1%
45	CCN(CCCNC(=O)CCc1nc(-c2ccc(OC)cc2)no1)c1cccc(C)c1	-20%	i	41	i	2.2	-46%	4.5%	-9%	-4%	2.1	55	-0.2%
46	CCN(CC)S(=O)(=O)c1ccc(NS(=O)(=O)c2ccc(C)c(C)c2)cc1	-23%	i	50	i	0.7	-11%	1.6%	5%	6%	-0.8	86	0.0%
47	O=C1NC[C@H](Cc2ccccc2)N(CCc2cccc(F)c2)C1=O	20%	i	37	i	1.6	18%	-2.5%	-6%	-10%	-2.8	98	0.6%
48	CCO[C@H]1OC(C(N)=O)=C[C@@H](c2csc3ccccc23)[C@@H]1CCCO	-6%	x	x	i	1.5	2%	4.3%	0%	-41%	0.3	48	-0.1%
49	Cc1nc2c(C(=O)NCCc3ccccc3)c[nH]n2c(=O)c1Cl	-24%	i	16	i	0.9	6%	0.4%	26%	-21%	-0.1	83	-0.1%
50	COc1ccc(-c2[nH]c(-c3ccccc3)nc2SCC(=O)NCc2ccco2)cc1OC	-19%	i	20	i	1.8	8%	-0.6%	-7%	-40%	-2.0	95	-0.1%

The list is partial, so the mix of outcomes need not match the whole.
